STAT1 act = STAT1 signaling activation. NIH 3T3 STAT1-luciferase reporter, IFN-gamma, luminescence; 100% = IFN-gamma alone, no compound. activation (% of control), % at 5.5 µM. 200,000 compounds, 2.6% hits;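 active = activation above the screen-wide mean activation plus 3 SD, cut at about 130% in these data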;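 also: raw ratio to IFN-gamma control signal so 100% means no change and 0% no light; values of inactives mirror those of a sister screen read the other way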
STAT1 inh = inhibitors of IFN-gamma induced STAT1 signaling. NIH 3T3 STAT1-luciferase reporter, luminescence. inhibition, % at 5.5 µM. 200,000 compounds, 0.35% hits;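 active = inhibition above a set limit, the mean inhibition across all tested compounds plus 3 SD, cut at about 34% in these data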;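 also: 0% = IFN-gamma with DMSO and 100% = IFN-gamma with 300 µM nifuroxazide; values of inactives mirror those of a sister screen read the other way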
Hsp70 act = Hsp70 transcriptional activation, primary screen. AID 1203. activation, % at 10 µM. HeLa Hsp70 promoter luciferase reporter, luminescence; scaled: vehicle 0, proteasome-inhibitor control 100%. 200,000 compounds, 0.04% hits;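 active = activation above the mean across all tested compounds plus 3 SD, cutoff set per campaign, cut at about 5.5% in these data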;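 also: 100% = MG132 at 30 µM as the positive control and 0% = DMSO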
G6PDH counter = inhibits Leuconostoc G6PDH, flagging false hits in G6PDH-based assays | inhibition, % at 5 µM | Purified L. mesenteroides G6PDH, diaphorase/resazurin coupled fluorescence, 45 min | 200,000 compounds, 0.12% hits; in the data active = inhibition above about 50%
STAT3 act = activators of IL-6 induced STAT3 signaling; AID 871; 190,000 compounds, 0.91% hits; activation (% of control), % at 5.6 µM; U3A cells, IL-6 STAT3-luciferase reporter, luminescence; 100% = signal with IL-6 EC80 alone;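 active = activation above the screen-wide mean of compound activation plus 3 SD, cut at about 130% in these data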;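 also: 0% = background luminescence of wells with medium and substrate only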
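Test system: STAT3-luciferase reporter U3A cells; Detection: reporter luminescence signal; Times: 1 h compound pre-exposure, 6 h IL-6 stimulation, 37 °C; Benchmarks: IL-6-only high control; Also added: IL-6 stimulus at 33 ng/mL final.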
APP transl inh = APP translation inhibition; SH-SY5Y APP 5'UTR-luciferase reporter, luminescence; AID 1285; inhibition, % at 2 µM; 190,000 compounds, 0.82% hits;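 active = inhibition above a set limit, derived from the sample mean plus 3 SD, cut at about 45% in these data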; also: values of inactives mirror those of a sister screen read the other way
STAT3 blocker = inhibitors of IL-6 induced STAT3 signaling; inhibition, % at 5.5 µM; 190,000 compounds, 0.89% hits; U3A cells, IL-6 STAT3-luciferase reporter, luminescence; host cell line lacks STAT1;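 active = inhibition above the mean inhibition across all screened compounds plus 3 SD, cut at about 44% in these data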;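 also: 0% = DMSO only wells and 100% = 100 µM nifuroxazide control wells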
Diaph act CS = activates diaphorase or chemically reduces, flagging diaphorase assay artifacts | AID 1229 | activation factor at 20 µM | 190,000 compounds, 0.005% hits | Diaphorase/resazurin coupled assay, resorufin fluorescence, 16 min; active compounds read high; 1 = vehicle wells, 0 = NADH-free wells;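 active = diaphorase activity raised at least twofold by the compound at 20 µM; inactive = activation factor below 2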
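Assay system: Purified diaphorase enzyme from Clostridium kluyveri | Amount: Enzyme 0.07 U/mL final | Dosing: Compound 20 µM once, DMSO 1% | Timing: 16 min reaction at room temperature | Detection: Fluorescence, excitation 544 nm and emission 590 nm | Evaluation: Higher resorufin formation from activation or reduction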
Diaphorase inh = inhibits diaphorase or chemically oxidizes, flagging diaphorase assay artifacts; diaphorase resazurin-to-resorufin fluorescence, NADH, 16 min; bacterial (C. kluyveri) enzyme, not human; inhibition, % at 20 µM; 190,000 compounds, 0.69% hits; AID 1217;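 active = primary screen inhibition at 20 µM above a set limit, cut at about 50% in these data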;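 also: plate controls were DMSO with full reaction for no effect and wells lacking NADH for full effect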
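Test system: diaphorase enzyme from Clostridium kluyveri; amount: diaphorase at 0.14 U/mL in enzyme working solution; detection: fluorescence of resorufin formed from resazurin, Ex 544/Em 590 nm; times: reaction incubation of 16 min at room temperature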
TLR4-MyD88 BLA = inhibitors of human TLR4-MyD88 binding | HeLa CL3-4 TLR4/MyD88 BLA complementation, FRET ratio | inhibition, % at 8.4 µM | 200,000 compounds, 0.18% hits | AID 861; in the data active = inhibition above about 25%;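 also: 0% = vehicle and 100% = reference inhibitor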
Target sequence (O00206 whole entry, looked up): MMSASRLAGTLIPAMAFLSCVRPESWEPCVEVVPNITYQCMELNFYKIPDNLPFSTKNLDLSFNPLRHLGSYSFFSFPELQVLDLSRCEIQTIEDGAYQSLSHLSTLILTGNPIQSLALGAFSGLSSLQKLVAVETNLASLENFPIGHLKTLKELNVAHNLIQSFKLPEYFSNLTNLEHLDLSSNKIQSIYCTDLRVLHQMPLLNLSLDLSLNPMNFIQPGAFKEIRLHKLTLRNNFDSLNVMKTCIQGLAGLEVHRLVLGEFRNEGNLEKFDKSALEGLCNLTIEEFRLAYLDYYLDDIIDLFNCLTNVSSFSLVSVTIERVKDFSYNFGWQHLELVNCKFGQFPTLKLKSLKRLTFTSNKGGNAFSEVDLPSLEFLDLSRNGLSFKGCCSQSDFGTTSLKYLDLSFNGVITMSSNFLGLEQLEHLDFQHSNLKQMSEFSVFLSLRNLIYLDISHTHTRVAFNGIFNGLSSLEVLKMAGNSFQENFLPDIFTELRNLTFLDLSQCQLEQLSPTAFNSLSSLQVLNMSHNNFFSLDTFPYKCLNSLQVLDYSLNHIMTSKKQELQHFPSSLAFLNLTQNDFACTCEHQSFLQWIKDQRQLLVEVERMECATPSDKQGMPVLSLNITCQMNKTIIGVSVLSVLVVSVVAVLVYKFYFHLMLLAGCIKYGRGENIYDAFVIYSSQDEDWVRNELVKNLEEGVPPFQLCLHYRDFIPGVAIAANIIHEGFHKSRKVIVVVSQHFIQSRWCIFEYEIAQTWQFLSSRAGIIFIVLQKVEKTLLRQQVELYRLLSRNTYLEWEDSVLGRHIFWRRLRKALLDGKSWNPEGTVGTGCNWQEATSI
Target sequence (Q99836 whole entry, looked up): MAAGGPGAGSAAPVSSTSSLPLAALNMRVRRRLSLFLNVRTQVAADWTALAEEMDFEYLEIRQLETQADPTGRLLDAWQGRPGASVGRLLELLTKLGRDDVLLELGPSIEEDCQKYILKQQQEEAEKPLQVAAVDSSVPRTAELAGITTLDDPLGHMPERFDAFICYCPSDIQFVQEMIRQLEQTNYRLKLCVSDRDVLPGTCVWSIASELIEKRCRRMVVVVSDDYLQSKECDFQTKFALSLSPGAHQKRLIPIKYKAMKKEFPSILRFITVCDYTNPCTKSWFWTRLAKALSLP
The depositor's hits bear a star; / = no result given.

molecule	STAT1 act	STAT1 inh	Hsp70 act	G6PDH counter	STAT3 act	APP transl inh	STAT3 blocker	Diaph act CS	Diaphorase inh	TLR4-MyD88 BLA
CCc1cccc(C)c1NC(=O)CNCc1ccccc1	97	3	-0.2	0	106	-16	-8	0.9	7	-1
Cc1cccc(C(=O)Nc2cccc(-c3ccc4nncn4n3)c2)c1	79	22	-0.4	9	96	9	9	1.2	-17	1
CC(C)CC(=O)OCC(=O)Nc1ccccc1Sc1ccccc1	105	-6	0.0	-2	103	14	0	0.8	16	-11
COc1cccc(-c2nc(N3CCC(C)CC3)c3ccccc3n2)c1O	97	3	-0.3	5	122	7	-21	0.7	35	1
CCn1c(-c2cc(Br)cc(OC)c2O)nc2cc(S(=O)(=O)N(C)C)ccc21	96	4	-0.2	-1	101	-1	3	0.8	23	-5
CCc1nnc(NC(=O)CCC(=O)O)s1	96	4	-0.5	-1	97	-12	9	1.1	-12	4
CN(C)S(=O)(=O)c1ccc(-c2cn3ccccc3n2)cc1	111	-12	0.1	4	105	-72	1	1	5	-11
COC(=O)CN1C(=O)C(O)(CC(=O)c2ccc(Br)cc2)c2ccccc21 (centres undefined)	102	-2	-0.1	-4	93	-14	16	0.9	13	-2
COc1ccc(C(=O)NCCn2cc(SCC(=O)N3CCOCC3)c3ccccc32)cc1	99	1	-0.4	7	99	-24	4	0.9	6	1
C/C(=C/C(=O)N1CCc2ccccc21)C(=O)O	99	1	-0.2	15	101	-9	-1	1	-3	7
CCN(CC)S(=O)(=O)c1cccc(-c2nnc(SCc3nnc(-c4cccs4)o3)n2N)c1	92	8	0.1	-2	88	8	18	1	-2	-4
O=C(CCc1ccccc1)Nc1ccncc1	96	4	-0.1	-2	91	-20	14	0.9	14	17
CC(=O)Nc1ccc(NC(=S)Nc2ccc(F)cc2)cc1	91	9	0.0	-5	100	-18	5	0.9	9	6
CCn1c(=O)c(C(=O)CN(C)Cc2cccc(OC)c2OC)c(N)n(Cc2ccccc2)c1=O	99	2	-0.2	24	98	-8	3	1	-4	-7
Cc1ccc(NC(=O)Cc2c[nH]c3ccccc23)cc1S(=O)(=O)N1CCCCCC1	91	10	-0.6	-17	119	-18	-22	0.8	21	15

Three entries drawn at random from the list so far, as already listed:
molecule	STAT1 act	STAT1 inh	Hsp70 act	G6PDH counter	STAT3 act	APP transl inh	STAT3 blocker	Diaph act CS	Diaphorase inh	TLR4-MyD88 BLA
COC(=O)CN1C(=O)C(O)(CC(=O)c2ccc(Br)cc2)c2ccccc21 (centres undefined)	102	-2	-0.1	-4	93	-14	16	0.9	13	-2
CCc1nnc(NC(=O)CCC(=O)O)s1	96	4	-0.5	-1	97	-12	9	1.1	-12	4
CC(C)CC(=O)OCC(=O)Nc1ccccc1Sc1ccccc1	105	-6	0.0	-2	103	14	0	0.8	16	-11

Further entries follow.
molecule	STAT1 act	STAT1 inh	Hsp70 act	G6PDH counter	STAT3 act	APP transl inh	STAT3 blocker	Diaph act CS	Diaphorase inh	TLR4-MyD88 BLA
Cc1c(CNCCc2ccc(Cl)cc2)c(C(=O)O)c(C)n1Cc1ccccc1	98	1	-0.1	2	104	18	3	1	3	1
COc1ccc(/C(C)=N/NC(=O)CNC(=O)/C=C\c2ccco2)cc1	97	1	0.0	-1	101	-1	1	1	4	10
CCOC(=O)c1cn2nc(-c3ccc(OCC)cc3)cc2nc1C1CCN(C(=O)OC(C)(C)C)CC1	105	-5	-0.8	-1	97	-14	9	0.8	21	-1
COc1cc(-c2ccc(NC(=O)CN3CCCCC3)c(OC)c2)ccc1NC(=O)CN1CCCCC1	96	4	0.6	/	101	-7	1	/	/	-21
O=C(Nc1ccc(F)cc1)Nc1ccccc1F	114	-17	-0.1	8	83	-58	26	1	-4	5
CC(=O)c1ccc(NC(=O)CSc2ccc(-c3ccc4c(c3)OCO4)nn2)cc1	104	-4	-0.2	-9	104	-45	-2	0.9	7	11
CN(C)c1oc(-c2ccco2)nc1C#N	96	4	-0.2	0	86	8	18	0.8	15	15
Cc1cc(C)c(NC(=O)c2cn3c4c(c(N5CCN(C)CC5)c(F)cc4c2=O)OCC3C)c(C)c1 (centres undefined)	93	9	-0.3	-11	107	19	-12	1.1	-15	-15
C=CCn1c(SCC(=O)NCc2ccc3c(c2)OCO3)nnc1C1CCCCC1	101	0	0.1	3	106	-30	-1	0.8	16	-9
COC(=O)Cc1ccc(NC(=S)N2CCN(c3ccc(OC)cc3)CC2)cc1	93	7	-0.4	-6	94	-5	6	1	-1	6
O=C(Nc1ccccc1C(=O)N1CCCCCC1)c1ccccc1Cl	97	2	-0.1	8	97	12	11	0.9	14	-15
COc1ccc(C(=S)Nc2ccc(N(C)C)cc2)cc1	128	-30	-0.1	-2	95	-170	11	0.8	23	15
CCOc1cc(/C=N/O)ccc1OCc1ccc(C)cc1	130*	-34	-0.1	-3	102	-18	-6	0.8	21	5
CCc1cccc(N(C(=O)c2csnn2)C(C(=O)NC(C)(C)C)c2ccncc2)c1 (centres undefined)	107	-9	-0.2	5	104	1	-2	/	/	2
CCOc1ccc(OCCSc2nc3ccccc3c(=O)[nH]2)cc1	100	0	0.0	3	101	11	5	0.9	11	2
CCCSC(=S)NC1CCS(=O)(=O)C1 (centres undefined)	111	-12	0.6	4	100	-5	5	0.9	8	15
OCCN(CCO)c1ncnc2c1sc1nc(N3CCOCC3)c3c(c12)CCCC3	97	3	-0.3	-21	112	0	-10	0.8	22	-6
O=[N+]([O-])c1cc(S(=O)(=O)C(F)(F)F)ccc1Sc1nc2ccccc2[nH]1	100	0	0.0	2	103	18	2	0.8	23	9
CCc1c(O)nc(SCC(=O)Nc2ccc(C)cc2)n(C2CCCCC2)c1=O	103	-4	0.0	-3	92	4	15	1	2	-2
C/C(=C\C(=O)C(F)(F)F)Nc1ccc(C)cc1	103	-3	-0.1	-1	110	-1	-14	1	3	1
COc1ccc(CCCC(=O)NCc2ccccc2)cc1C	107	-8	0.0	16	103	7	0	0.9	11	10
CCOC(=O)c1ccc(-c2ccc(C3Nc4ccccc4C(=O)N3O)o2)cc1 (centres undefined)	93	8	-0.3	6	94	18	7	0.7	35	12
CC1(C)CC(=O)C=C(Nc2ccc(F)cc2)C1	99	1	-0.3	0	94	6	12	1	-1	-1
COc1cc(C(=O)N(CCc2ccccc2)C2CC3CCC(C2)N3C)cc(OC)c1OC (centres undefined)	101	0	-0.3	10	103	12	3	0.9	5	8
Cc1cc(NC(=O)COc2ncnc3sc(C)c(C)c23)no1	108	-3	-0.2	-10	99	3	4	0.8	19	-1
O=C(CCNC(=O)c1ccco1)Nc1cccc(Br)c1	96	3	-0.2	1	92	10	13	1	4	-15
CN1CCc2nc3ccccc3c(C(=O)OCC(=O)N(CCC#N)c3ccccc3)c2C1	97	2	-0.1	-4	94	15	13	0.9	13	-3
CC(NCc1ccc(F)cc1)C(=O)NC1CCCCC1 (centres undefined)	98	0	-0.1	14	103	5	-2	0.9	8	-6
CC1=C(C(=O)Nc2ccc(C)cn2)C(c2cnn(C)c2)C2=C(CCCC2=O)N1 (centres undefined)	104	-4	-0.1	1	93	12	13	0.9	13	-1
O=C(COC(=O)c1cc(=O)[nH]c(=O)[nH]1)Nc1cccc(S(=O)(=O)N2CCCCC2)c1	94	5	-0.5	-1	96	16	6	1	5	6
CCOc1ccc(/C=C/C(=O)Nc2ccccc2C(F)(F)F)cc1	105	-6	-0.4	6	104	-15	-4	0.8	15	7
Cc1cc(C)cc(OCC(=O)NNC(=O)CN2C(=O)c3ccccc3C2=O)c1	87	15	-0.3	7	101	-13	-2	1	1	-2
COc1cc(OC)c(N(C)S(=O)(=O)c2cccc(C(=O)OCC(=O)c3c[nH]c4ccccc34)c2)cc1Cl	83	17	-0.3	2	112	22	-13	0.7	30	-9
O=C(NC(=S)Nc1cccc(Cl)c1N1CCCCC1)c1ccco1	97	3	-0.5	8	103	2	3	0.9	6	-18
Clc1ccc(/C=N/NC2=Nc3cccc4cccc2c34)cc1	135*	-39	-0.5	-23	119	-70	-19	0.9	6	5
COc1ccccc1C(=O)C1CCCN(C(=O)c2cc(C(C)C)no2)C1 (centres undefined)	100	-1	-0.3	1	106	22	-2	0.9	8	8
CCOC(=O)c1ccccc1NC(=O)CC(C)CC(=O)O (centres undefined)	107	-7	-0.2	-8	105	7	-3	0.9	8	5
O=C(CN1C(=O)NC2(CCCCC2)C1=O)NCCC1=CCCCC1	106	-5	-0.3	3	112	10	-7	0.8	16	-14
Cc1ccc(S(=O)(=O)NC(=O)Nc2nnc(C)s2)cc1	95	5	-0.3	-2	98	-12	5	0.9	9	-5
COc1cc(NC(=O)c2cccs2)c(OC)cc1NC(=O)c1ccco1	102	-3	-0.4	0	82	-4	24	1	-2	1

Screening results deposited in PubChem by several laboratories.
